Screening results as filed in PubChem.
esBAF inh: blocks esBAF chromatin remodeling in mouse ES cells. Bmi1-luciferase knock-in reporter, 24 h; 100% = twice the neutral-well signal. reporter increase, % at 12.5 µM. hit rate 2% among 350,000; in the data active = activation above about 40%;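 note: 0% = median of the plate's neutral control wells and 100% = double that signal; a rise in the Bmi1 reporter signal indicates esBAF inhibition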
ARNT TACC3 PPI: ARNT/TACC3 interaction disruption; inhibition, % at 9.99 µM; hit rate 0.66% among 390,000; AlphaScreen His-ARNT PAS-B/GST-TACC3 binding, luminescence; TACC3 fragment carries E629A point mutation; Q9Y6A5;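 active = mean inhibition of replicates at least 50% and at least half of replicates each reaching 50%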;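 note: 0% = complete ARNT plus TACC3 wells and 100% = ARNT alone without TACC3; many hits fall short of the cut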
PglD DTNB: PglD (C. jejuni) enzyme inhibition. purified PglD enzyme, DTNB colorimetric CoA detection. inhibition, % at 12.5 µM. hit rate 0.098% among 360,000. AID 602405; in the data active = inhibition above about 16%, passing the limit was not always enough; note: strong numbers were not always called active
E-selectin induc: induces E-selectin expression in human endothelial cells; P16581; HUVEC E-selectin immunofluorescence imaging; normalized: neutral wells 0, TNF-alpha wells 100; activation, % at 7.58 µM; hit rate 0.37% among 260,000; AID 686992;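 active = mean E-selectin-positive cell signal at least 10% of the positive control, reached in at least 60% of replicates, without over 20% cell loss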;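 note: in these data hits start at about 27%; measured in HUVEC primary endothelial cells; signal is the percent of cells scored E-selectin positive by PE staining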
Target sequence (P16581 whole entry, looked up): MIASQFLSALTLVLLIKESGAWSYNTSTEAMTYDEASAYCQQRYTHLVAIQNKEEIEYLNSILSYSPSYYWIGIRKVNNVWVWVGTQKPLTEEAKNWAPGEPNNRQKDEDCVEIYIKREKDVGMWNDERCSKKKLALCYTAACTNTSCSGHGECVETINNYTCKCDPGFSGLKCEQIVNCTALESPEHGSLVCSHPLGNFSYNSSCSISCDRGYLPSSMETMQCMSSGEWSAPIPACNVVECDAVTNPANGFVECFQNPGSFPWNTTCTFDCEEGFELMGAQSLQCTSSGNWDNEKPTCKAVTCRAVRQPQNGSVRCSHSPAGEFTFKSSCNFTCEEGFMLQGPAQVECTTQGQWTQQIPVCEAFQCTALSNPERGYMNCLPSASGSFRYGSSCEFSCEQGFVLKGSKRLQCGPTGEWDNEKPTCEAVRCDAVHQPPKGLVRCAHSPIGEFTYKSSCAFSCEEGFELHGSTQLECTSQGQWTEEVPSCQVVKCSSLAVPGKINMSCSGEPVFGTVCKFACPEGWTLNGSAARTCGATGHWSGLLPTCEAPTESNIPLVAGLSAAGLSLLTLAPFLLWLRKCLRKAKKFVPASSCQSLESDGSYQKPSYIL
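Material: HUVEC primary endothelial cells; Amount: 3,000 cells per well; Dosing: single concentration; Medium: EGM-2 growth medium on 0.1% gelatin-coated wells; Read-out basis: percent E-selectin-positive cells; Signal: immunofluorescence imaging; Control set: TNF-alpha, DMSO.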
RAD52 anneal inh: inhibitors of human RAD52 DNA annealing. P43351. recombinant RAD52 DNA annealing, FRET fluorescence. inhibition, % at 18.7 µM. hit rate 0.46% among 360,000. AID 651710;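 active = every replicate showing at least 50% inhibition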
RAD54 inh: blocks human RAD54 Holliday junction branch migration; inhibition, % at 10.4 µM; FAM/BHQ fluorescence; hit rate 0.14% among 360,000;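 active = mean normalized replicate activity at least 40 and at least half of replicates scoring 40 or more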;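 note: 0% = median of neutral control wells and 100% = median of positive control wells; inhibitors cause a drop in the FAM fluorescence signal; in these data hits start at about 50%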
ERp5 inh: ERp5 (human) disulfide isomerase inhibition; Q15084; ERp5 insulin aggregation, absorbance 650 nm, 90 min; inhibition, % at 9.99 µM; hit rate 0.05% among 350,000; AID 651711;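 active = mean replicate inhibition above about 25%, with every replicate also reaching it, limit read from the data, passing the limit was not always enough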
Casp6 inh: blocks human caspase-6 cleavage activity; AID 686996; inhibition, % at 12.5 µM; P55212; purified caspase-6, Z-VEID-R110 cleavage fluorescence; hit rate 0.53% among 350,000;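 active = mean inhibition across replicates at least about 35%, with every replicate also reaching that limit, limit read from the data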;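 note: 0% = median of neutral control wells and 100% = no fluorescence left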
Target sequence (P55212 24-179 limits assumed): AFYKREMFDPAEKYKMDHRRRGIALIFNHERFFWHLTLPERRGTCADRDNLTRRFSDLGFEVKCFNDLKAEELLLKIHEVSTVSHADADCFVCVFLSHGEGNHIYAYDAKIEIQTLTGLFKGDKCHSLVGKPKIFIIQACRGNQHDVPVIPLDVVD
Target sequence (P55212 194-293 limits assumed): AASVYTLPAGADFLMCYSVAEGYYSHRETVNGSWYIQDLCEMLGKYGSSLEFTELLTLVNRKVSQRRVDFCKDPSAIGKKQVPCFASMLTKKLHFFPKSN
* marks the source's active call; other numbers are inactive results; / = not tested or not shown. Random draw from the library; about 3.2% have a hit in one of these screens.

SMILES	esBAF inh	ARNT TACC3 PPI	PglD DTNB	E-selectin induc	RAD52 anneal inh	RAD54 inh	ERp5 inh	Casp6 inh
Cc1cccc(OCC(=O)Nc2ccccc2N2CCCC2)c1C	-5.6	14.2	-1.5	0.1	-18.3	1.0	-5.0	-3.4
COc1ccc(NC(=O)N(C)C[C@@H]2OCCCC[C@@H](C)Oc3ccc(NC(=O)Nc4ccc(F)cc4)cc3C(=O)N([C@@H](C)CO)C[C@@H]2C)cc1	6.4	5.6	-0.5	0.1	16.5	-2.6	-2.2	-0.9
CC(C)CNC(=O)Cn1nc(C(F)(F)F)c2c1CCCC2	/	-3.2	/	/	-15.6	/	-1.1	-1.2
S=c1[nH]nc(Cc2n[nH]c(=S)n2-c2ccccc2)n1-c1ccccc1	1.2	-2.1	-4.4	/	-15.2	5.5	0.6	-1.5
CCOc1ccccc1C(=O)NC1CCN(Cc2ccccc2)CC1	-3.1	-1.1	-6.5	/	-51.1	-9.9	1.9	-2.1
COc1cc2c(cc1OC)CN(C(=O)c1cccc(S(=O)(=O)N(C)C)c1)CC2	-5.8	0.8	-1.6	-5.0	0.1	1.4	4.5	2.6
CCCCNC(=O)C1(C)CCN1C(=O)c1cc2ccccc2s1 (stereo not given)	7.2	/	-3.3	-0.1	-3.9	-2.3	0.8	-5.2
C=CCOc1ccc(Br)cc1/C=C1\NC(=S)N(C(C)=O)C1=O	-7.0	0.8	1.3	0.0	-29.7	-8.2	4.2	3.8
COc1ccccc1CNC(=O)C[C@@H]1C=C[C@H](NC(=O)CC2CC2)[C@@H](CO)O1	-3.1	-5.9	-2.7	1.5	/	-3.4	-5.5	-1.8
O=C(c1ccccc1F)N1CC(=O)N2[C@H](CO)[C@@H](c3ccc(C#Cc4ccc(F)cc4)cc3)[C@@H]2C1	/	/	/	-0.8	-3.9	/	-7.1	1.0
COCC(=O)N(C)C[C@@H]1Oc2cc(Br)ccc2S(=O)(=O)N([C@H](C)CO)C[C@@H]1C	2.3	-6.7	3.8	-0.6	3.6	-2.1	-2.1	1.2
COCCCNc1nc2nonc2nc1N1CCN(C2CCCC2)CC1	-2.5	-11.3	13.1	/	-32.2	2.1	6.4	1.3
O=C(NCc1cccc(Br)c1)c1cc(-c2ccccc2)nn1CC1CC(c2cccnc2)=NO1 (stereo not given)	-5.6	1.2	0.2	-0.2	-5.4	-12.9	-0.7	0.7
COc1cc2c(c(OC)c1OC)-c1ccc(NC(=O)c3ccc(F)cc3)c(=O)cc1[C@@H](NC(C)=O)CC2	0.9	3.0	0.8	0.0	0.4	0.6	0.7	/
CCn1c(=O)n(CC)c2cc(S(=O)(=O)N3CCOCC3)ccc21	-1.2	-7.3	2.6	/	/	-18.7	/	/
COCc1c(C(=O)Nc2ccc3nc(N4CCOCC4)sc3c2)oc2ccccc12	13.7	-2.0	3.4	/	-11.0	-2.7	-4.3	3.4
COc1ccccc1NC(=O)CSc1nnnn1C1CCCCC1	3.7	-21.9	0.3	0.2	-12.1	-1.9	0.0	-2.9
CCCCCCCCCCCn1nnnc1N	0.9	-10.6	-5.1	0.1	-4.9	3.3	5.6	-3.3
O=C(CSc1ncccn1)NCc1ccc(F)cc1	6.6	-8.1	-1.5	/	/	-17.8	/	/
Cc1[nH]c2ccccc2c1C(=O)C(=O)NCc1ccco1	3.5	/	-2.5	0.1	-13.8	-32.7	-0.2	1.9
COc1cccc2sc(N3CCN(C(=O)c4ccc([N+](=O)[O-])o4)CC3)nc12	3.9	4.4	-0.6	/	/	-4.7	/	/
O=C(Nc1nnc(-c2ccco2)o1)c1ccc([N+](=O)[O-])s1	/	44.5	/	-0.1	-4.8	/	7.4	0.3
Cn1c(SCCc2ccc([N+](=O)[O-])cc2)nccc1=O	4.5	-1.7	3.1	0.2	-13.0	4.5	-1.7	0.3
Cc1ccc(-c2nnc(NC(=O)c3ccc([N+](=O)[O-])o3)o2)c(C)c1	6.7	14.2	4.9	3.1	-7.4	0.3	-2.7	-0.9
C[C@@H]1CCCCO[C@H](CN(C)S(=O)(=O)c2ccccc2)[C@@H](C)CN([C@H](C)CO)C(=O)c2cc(NC(=O)c3ccccc3)ccc2O1	3.1	-6.4	-4.2	/	-22.6	-7.6	-3.8	-3.2
O=C(CN1C(=O)c2ccccc2C1=O)N1CCN(S(=O)(=O)c2ccccc2)CC1	0.9	-7.8	3.5	/	-4.3	-5.5	-2.6	-4.1
O=C(c1ccc(F)cc1)N1CC(=O)N2[C@H](C1)[C@@H](c1ccc(C#CC3CC3)cc1)[C@@H]2CO	/	/	/	0.2	12.9	/	-2.8	-2.2
C[C@H](CO)N1C[C@H](C)[C@H](CN(C)Cc2ccc(C(=O)O)cc2)Oc2c(NC(=O)Nc3cccc4ccccc34)cccc2C1=O	0.4	19.9	-4.9	/	-21.5	1.0	8.1	2.5
COc1ccc(NC(=O)N(C)C[C@@H]2Oc3ccc(N(C)C)cc3C(=O)N([C@H](C)CO)C[C@@H]2C)cc1	-2.4	/	-5.2	0.3	9.4	1.9	1.4	-0.3
COc1ccc(C(=O)NCCc2nnc(SCC(=O)Nc3ccc(Br)cc3)n2C)cc1	-1.1	-8.4	3.0	/	/	-7.6	/	/
CCc1ccccc1OCCCCCNCCO	-0.1	-8.0	-1.3	/	/	-4.1	/	/
Cc1c(C(=O)N2CCN(c3ccc(F)cc3)CC2)oc2c1C(=O)CCC2	3.1	-1.1	-0.6	/	-6.7	-11.8	-6.5	-2.1
O=S(=O)(NCCc1cn2ccccc2n1)c1ccc2c(c1)CCCC2	-7.9	0.1	0.4	0.1	-10.5	-1.0	2.9	0.4
CC(=O)C(Cc1ccccc1)NC(=O)COC(=O)CCN1C(=O)C2CC=CCC2C1=O (stereo not given)	1.4	-1.2	0.1	/	-3.8	-6.9	0.6	-0.3
CN(C)c1ccc(C=O)c(Oc2ccccc2)c1	/	/	/	0.5	-4.1	/	1.8	1.3
Cc1c(C(=O)NC(C)c2ccc(-n3ccnc3)cc2)cccc1[N+](=O)[O-] (stereo not given)	1.2	1.9	-1.2	-0.2	-8.5	-14.1	4.4	-139.1
COc1cccc(CNC(=O)[C@H]2CCCN2)c1	/	/	/	0.1	-8.8	/	-3.7	0.6
Cc1cccc(CS(=O)(=O)c2ncc(CO)n2C)c1	-0.5	12.1	6.3	/	-5.8	-10.4	1.6	1.4
O=c1[nH]c(N/N=C\c2ccc3c(c2)OCO3)nc2ccccc12	-1.8	/	-1.9	/	-9.1	-3.7	4.5	2.6
Cc1ccc(-n2nc3c(c2NC(=O)C2CC2)CS(=O)(=O)C3)cc1C	3.1	-1.9	-6.6	-0.2	-12.8	5.9	4.2	-0.1
CC(C)CC(=O)N1CCN(S(=O)(=O)c2ccc(F)cc2)CC1	-2.0	-5.2	4.8	/	/	-2.7	/	/
CCN(CC(=O)Nc1c(F)cccc1F)C(=O)c1cccnc1Sc1ccccc1	6.2	23.8	-3.3	/	-0.5	-7.4	0.0	-1.5
COCCNC(=O)CN(C(=O)Cn1nnc2ccccc21)c1ccccc1	16.6	-4.4	-1.7	1.2	/	-0.7	/	/
CCCCOc1ccc(C2(C)NC(=O)N(C)C2=O)cc1 (stereo not given)	10.9	-1.4	-4.9	/	-12.9	-3.2	2.0	0.2
C=CCN(CC=C)CCCOc1ccc(C)cc1OC	/	/	/	0.1	-7.4	/	5.6	-23.4
CCO[C@H]1OC(C(=O)O)=C[C@@H](c2coc3ccccc3c2=O)[C@@H]1CCCO	1.5	-5.5	-4.5	0.3	2.2	-7.6	1.3	-1.2
CC(C)CN(C(=O)COC(=O)C12CC3CC(CC(C3)C1)C2)c1c(N)n(Cc2ccccc2)c(=O)[nH]c1=O	-30.6	-4.3	4.7	-0.2	-13.3	-12.0	2.2	-2.5
CCOC(=O)C1CCN(C(=O)CCCCn2c(=O)[nH]c3ccccc3c2=O)CC1	-4.6	-9.9	2.2	/	/	-10.0	/	/
O=C(C[C@H]1C/C=C\C[C@@H](Cc2ccc(F)cc2)C(=O)OC[C@@H](Cc2c[nH]c3ccccc23)NC1=O)NCCO	0.5	/	-4.0	0.1	-2.7	1.4	-13.0	2.6
COc1ccccc1OCC(=O)N1CCN(c2ccccc2OC)CC1	10.2	6.1	1.0	/	/	2.8	/	/
Cc1c(NC(=O)c2ccc(Cl)c(S(=O)(=O)N3CCCCC3)c2)c(=O)n(-c2ccccc2)n1C	-0.4	0.9	2.3	-0.1	-5.6	8.6	3.5	6.4
CC(OC(=O)Cc1ccc(Cl)cc1)C(=O)NCCC1=CCCCC1 (stereo not given)	/	-5.9	/	1.4	-5.4	/	-2.1	0.0
Cn1cc(CCOCc2ccccn2)c2ccccc21	/	/	/	0.1	-13.3	/	6.9	-1.6
COc1cc2cnc(-c3ccccc3)c(C(=O)c3ccc(OCc4ccccc4)cc3)c2cc1OC	2.6	-2.3	-0.8	0.1	0.5	-8.5	1.9	-0.6
CCCNC(=O)N1CC2(CN(C(=O)c3cnccn3)C2)c2c([nH]c3cc(OC)ccc23)[C@@H]1CO	/	/	/	0.0	0.5	/	2.2	0.0
CCOC(=O)c1ccc(NC(=O)c2cccnc2)cc1	33.7	/	2.5	-0.1	-13.4	-0.1	-1.3	-1.1
CN(C(=O)c1cccc(C#N)c1)c1nnc(C2CCCO2)s1 (stereo not given)	-2.7	-7.1	4.7	/	/	11.1	/	/
C[C@H](CO)N1C[C@H](C)[C@H](CN(C)S(=O)(=O)c2cn(C)cn2)Oc2ccc(NC(=O)Nc3ccccc3)cc2C1=O	0.4	-3.2	2.2	-0.2	-3.7	-0.1	-7.4	1.9
COc1ccc(-n2nc(C(C)=O)c(=O)[nH]c2=O)cc1	-3.1	-6.1	-2.5	5.8	-12.2	0.8	4.8	-2.2
CC(=O)NC(CC(C)C)C(=O)NC(CO)C(=O)NC(CCC(=O)O)C(=O)NC(C)C(=O)NC(CC(C)C)C(N)=O (stereo not given)	-9.3	-1.2	0.5	-0.1	/	7.3	/	/
Next section.
SMILES	esBAF inh	ARNT TACC3 PPI	PglD DTNB	E-selectin induc	RAD52 anneal inh	RAD54 inh	ERp5 inh	Casp6 inh
CC1(C(=O)NS(=O)(=O)c2ccc(Br)cc2)CCN1C(=O)C/C=C/c1ccccc1 (stereo not given)	2.7	/	-0.6	/	-23.8	2.8	2.9	0.9
COC(=O)[C@H](CC(C)C)NC(=O)Cn1cnc2c(SC)nc(N)nc21	-3.4	-2.4	1.9	2.6	-3.2	4.2	1.9	-1.0
O=S(=O)(Cc1ccccc1)N1C[C@@H]2N[C@H](C1)C2c1ccc(-c2ccccc2)cc1 (stereo not given in full)	/	/	/	0.0	49.5	/	6.6	1.3
Cc1ncoc1C(=O)N1CCCC(C(=O)c2cccc(C(F)(F)F)c2)C1 (stereo not given)	/	-1.2	/	-0.4	-0.4	/	2.3	0.7
Cc1cc(NCCOCCO)n2ncc(-c3ccc(Cl)cc3)c2n1	-1.4	-2.5	2.1	/	/	-10.0	/	/
COc1ccc(NC(=O)Nc2ccc3c(c2)C(=O)N([C@H](C)CO)C[C@H](C)[C@@H](CN(C)Cc2ccc(C(F)(F)F)cc2)O3)cc1	-2.0	-10.5	2.6	0.3	18.2	-6.4	-2.9	-0.2

Three entries picked at random from the list so far:
SMILES	esBAF inh	ARNT TACC3 PPI	PglD DTNB	E-selectin induc	RAD52 anneal inh	RAD54 inh	ERp5 inh	Casp6 inh
Cc1ncoc1C(=O)N1CCCC(C(=O)c2cccc(C(F)(F)F)c2)C1 (stereo not given)	/	-1.2	/	-0.4	-0.4	/	2.3	0.7
O=S(=O)(Cc1ccccc1)N1C[C@@H]2N[C@H](C1)C2c1ccc(-c2ccccc2)cc1 (stereo not given in full)	/	/	/	0.0	49.5	/	6.6	1.3
COC(=O)[C@H](CC(C)C)NC(=O)Cn1cnc2c(SC)nc(N)nc21	-3.4	-2.4	1.9	2.6	-3.2	4.2	1.9	-1.0
